# Coupling enz = qHTS Assay for Inhibitors of Fructose-1,6-bisphosphate Aldolase from Giardia Lamblia: Coupling assay counterscreen. coupling enzyme system counterscreen, AmpLite Red fluorescence. AID 2472, 2010. 290,000 compounds, 0.67% hits. activity change, negative = inhibition, % at 58.2 µM, hits read low; in the data active = activity change below about -30%
#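 Coupling enzymes only (glyceraldehyde-3-phosphate) + compound, at 57.5 uM final, 10 min RT; add substrate/coupling/AmpLite Red mix, 20 min RT; fluorescence ex 525/em 598 nm. Actives flag coupling-system interference.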
# USP2a block = qHTS Assay for Inhibitors of Ubiquitin-specific Protease USP2a Using CHOP2 as the Reporter | 330,000 compounds, 0.01% hits | USP2 core, Ub-CHOP2 coupled fluorogenic reporter, 485/531 | Potency, µM (doses to about 38.3 µM), inactives show at the top dose activity change, negative = inhibition, usual class: inhibitors | Ubiquitin carboxyl-terminal hydrolase 2 (Homo sapiens), O75604;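 note: potency is the fitted concentration of half-maximal effect; plate controls were DMSO wells for no effect and full inhibition by NEM control for full effect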
#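 Deubiquitinase activity read as fluorescence (485/531 nm) after Ub-CHOP2 cleavage activates the enterokinase reporter on its substrate; USP2 core 10nM, Ub-CHOP2 and substrate 25nM each, 30min compound preincubation then 60min RT; data normalized to NEM, curves fitted.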
# KCNH2 3.1 block = qHTS for Inhibitors of KCHN2 3.1: Mutant qHTS; Potassium voltage-gated channel subfamily H member 2, brain isoform KCNH2 3.1 (human); U2OS KCNH2 3.1, thallium flux FluxOr; stronger effect = lower value; activity change, % (tested at about 1.8 µM); 340,000 compounds, 0.95% hits; AID 720553, 2013;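 active = maximum activity change below -70%; inconclusive = maximum activity change from -70% to -50%; inactive = maximum activity change above -50%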;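 note: thallium influx rate constant from kinetic fluorescence after stimulation buffer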
#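 Thallium flux via FluxOr fluorescence (Red40 quencher, 45 min loading) in U2OS cells virally expressing the KCNH2 3.1 isoform (1.77 x 10^8 /mL virus, overnight at 37 C). Rate constants from 2-min kinetic reads post-stimulation, normalised to positive and negative controls.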
# uPA generation = qHTS for Inhibitors of Cell Surface uPA Generation; AID 540303, 2011; 330,000 compounds, 0.31% hits; cell surface uPA generation assay, qHTS; Potency, µM (series often up to 38.3 µM), without a hit: top-dose activity change, negative = inhibition, most hits filed as inhibitors; active = well fitted inhibition curve with a large enough effect; inconclusive = small, poorly fitted or top-dose-only effect; inactive = no such curve, though single readings can be large or run the other way; tested in mouse RAW 264.7 cells; note: potency is the fitted concentration of half-maximal effect; nearly all actives have a fitted effect of over 55% in size
# Eya2 inh = qHTS Assay for Inhibitors of the Phosphatase Activity of Eya2; Protein phosphatase EYA2 (Homo sapiens), O00167; recombinant Eya2, OMFP fluorescence dephosphorylation (OMFP is methylfluorescein phosphate); Potency, µM (top dose mostly 76.9 µM), without a hit: at the top dose activity, negative = inhibition, actives largely listed as inhibitors; 330,000 compounds, 0.006% hits; AID 488837, 2010; note: potency is the fitted concentration of half-maximal effect
#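 Eya2 protein (added as 0.2 uM solution) was preincubated with compound for 10 min at ambient temperature in 50 mM HEPES pH 7.5, 50 mM NaCl, 5 uM MgCl2, 0.05% BSA, 1 mM DTT. OMFP (added at 50 uM) then reacted 10 min; fluorescence read at 485/525 nm.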
# Chronic BCR inh = qHTS Assay to Find Inhibitors of Chronic Active B-Cell Receptor Signaling; ABC-DLBCL IkBa-CBG/CBR reporter, luminescence ratio, 4 h; Potency, µM (doses to about 46.1 µM), for the others: at the top dose ratio change, negative = lower green/red ratio, most hits filed as inhibitors; 340,000 compounds, 0.05% hits; AID 493014, 2011; active = well fitted inhibition curve with a large enough effect in the signal ratio, with a control signal flat, not every such curve was filed as active; inconclusive = small, poorly fitted or top-dose-only effect, or effect the other way, or a change in a side signal; the % refers to the signal ratio;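 note: potency is the fitted concentration of half-maximal effect; plate controls were basal doxycycline-induced cells for no effect and cells given 10 µM MG132 for full effect; MG132 reads +100%, hits lower the ratio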
#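 Concentration-response series (up to 46 uM) were applied to TMD8 dual-reporter cells for 4 h at 37C with doxycycline. Green/red ratio, after filter-overlap correction, defined %Activity; red signal alone was normalised to basal cells and zero luminescence.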
# B2AR arrestin = qHTS assay of beta-arrestin-biased ligands of beta2-adrenergic receptor. 330,000 compounds, 0.02% hits. Potency, µM (top dose mostly 46.1 µM), without a hit: at the highest dose activation, usual class: activators. beta-arrestin recruitment to beta2AR, cell-based reporter. AID 492947, 2010;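 note: potency is the fitted concentration of half-maximal effect; 0% = DMSO controls and full agonism = EC100 isoproterenol or metaproterenol; nearly all actives have a fitted effect of over 65% in size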
# Giardia killer = Small Molecules that selectively kill Giardia lamblia: qHTS; activity change, % at 7.66 µM, hits read low; AID 540267, 2011; Giardia lamblia trophozoite viability; 340,000 compounds, 0.15% hits; in the data active = activity change below about -80%; inconclusive = between about -30% and that limit;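 note: parasites exposed to compound for two days anaerobically before the ATP read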
#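 Each well holds 100 Giardia trophozoites and compound. After two days (48 hrs) at 37 deg C in anaerobic conditions, ATP is quantified by luminescence.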
# PKM2 act = qHTS Assay for Activators of Human Muscle isoform 2 Pyruvate Kinase; Potency, µM (titrated, usually from 57.5 µM), for the others: at the top dose activation, usual class: activators; Pyruvate kinase PKM (Homo sapiens), P14618; 260,000 compounds, 0.34% hits; purified PKM2, Kinase-Glo ATP luminescence, activation; response scale: 0% is enzyme alone, no compound; AID 1631, 2009; note: potency is the fitted concentration of half-maximal effect; nearly all actives have a fitted effect of over 55% in size
#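 ATP formation by purified human PK-M2, quantified via coupled luciferase luminescence after 1 h at room temperature with 0.1 mM ADP and 0.5 mM PEP final.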
# GALK inhibitor = qHTS Assay for Inhibitors of Human Galactokinase (GALK); Purified GALK, Kinase-Glo residual ATP luminescence; 270,000 compounds, 0.007% hits; P51570; Potency, µM (series often up to 57.5 µM), for the others: at the highest dose activity change, negative = inhibition, most hits filed as inhibitors; note: potency is the fitted concentration of half-maximal effect
#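 Galactose (100 uM) and ATP (35 uM) were turned over by 5 nM GALK for 1 h at RT. Kinase-Glo Plus then converted the remaining ATP into a luminescent signal.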
# hERG WT inh = qHTS for Inhibitors of KCHN2 3.1: Wildtype qHTS. U2OS, BacMam KCNH2, thallium flux FluxOr; stronger effect = lower value. activity change, % at 1.84 µM. 340,000 compounds, 0.37% hits. AID 720551, 2013;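 active = maximum activity change below -70%; inconclusive = maximum activity change between -70% and -50%; inactive = maximum activity change above -50%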
# Target sequence (Q12809 whole entry, looked up): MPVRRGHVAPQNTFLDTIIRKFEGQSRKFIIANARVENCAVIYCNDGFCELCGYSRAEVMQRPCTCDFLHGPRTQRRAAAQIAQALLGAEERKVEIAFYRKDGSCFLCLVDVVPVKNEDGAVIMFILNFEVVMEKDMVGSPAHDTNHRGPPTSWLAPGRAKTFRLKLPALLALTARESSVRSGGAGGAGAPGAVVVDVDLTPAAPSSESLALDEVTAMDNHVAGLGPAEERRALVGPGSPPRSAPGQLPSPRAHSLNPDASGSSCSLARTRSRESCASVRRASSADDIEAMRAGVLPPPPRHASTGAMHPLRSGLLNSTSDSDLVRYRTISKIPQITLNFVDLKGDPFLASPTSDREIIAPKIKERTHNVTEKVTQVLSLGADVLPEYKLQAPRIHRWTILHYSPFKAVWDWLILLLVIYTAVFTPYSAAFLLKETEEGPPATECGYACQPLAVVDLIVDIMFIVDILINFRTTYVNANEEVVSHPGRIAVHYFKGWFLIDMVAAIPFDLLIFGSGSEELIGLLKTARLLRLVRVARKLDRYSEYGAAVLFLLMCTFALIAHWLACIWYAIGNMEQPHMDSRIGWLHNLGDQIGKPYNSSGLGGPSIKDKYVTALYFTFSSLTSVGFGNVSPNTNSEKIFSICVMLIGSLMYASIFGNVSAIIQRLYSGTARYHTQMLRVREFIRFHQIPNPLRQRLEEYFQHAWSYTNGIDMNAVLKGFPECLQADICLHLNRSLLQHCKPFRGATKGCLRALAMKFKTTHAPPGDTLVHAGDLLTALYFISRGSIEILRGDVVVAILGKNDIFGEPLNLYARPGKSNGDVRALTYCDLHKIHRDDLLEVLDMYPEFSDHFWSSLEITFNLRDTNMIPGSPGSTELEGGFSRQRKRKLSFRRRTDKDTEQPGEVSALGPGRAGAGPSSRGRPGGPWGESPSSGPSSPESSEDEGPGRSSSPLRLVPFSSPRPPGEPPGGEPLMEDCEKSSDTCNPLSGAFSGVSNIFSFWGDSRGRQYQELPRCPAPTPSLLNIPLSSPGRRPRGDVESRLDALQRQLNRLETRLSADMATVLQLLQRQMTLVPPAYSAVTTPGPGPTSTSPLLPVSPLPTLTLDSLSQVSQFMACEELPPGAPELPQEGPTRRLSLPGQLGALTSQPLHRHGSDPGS
#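 U2OS cells were transduced with wild-type KCNH2 virus (2.03 x 10^8 / mL) for 4 h at room temperature, then cultured overnight at 37 C. Thallium flux was read with FluxOr dye. Rate constants were normalized to DMSO controls.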
# The depositor's hits bear a star; ? = inconclusive; / = not tested or not shown; [ ] = another dose, or the depositor's remark. Unless noted, calls come from the whole dose curve; as a rule, active = well fitted curve in the direction sought with a large enough effect; inconclusive = small, poorly fitted or top-dose-only effect, or another doubt; inactive = no such curve, though single readings can be large; an effect the other way counts as inactive or inconclusive. Unless noted, % is set by controls: 0 for no effect and ±100 for the full control effect. Hits appear at their usual frequency. Share with any hit: about 2.4%.
# Screens in order – Coupling enz | USP2a block | KCNH2 3.1 block | uPA generation | Eya2 inh | Chronic BCR inh | B2AR arrestin | Giardia killer | PKM2 act | GALK inhibitor | hERG WT inh
COc1ccc(CCNC(=O)C2CCN(S(=O)(=O)c3cnc[nH]3)CC2)cc1OC
 : 0 | 1% | -1 | -1% | 4% | -5% | -0.3% | 15 | -7% | 0% | -3
O=C(N/N=C/c1ccc(Cl)s1)c1ccccc1[N+](=O)[O-]
 : -6 | 0% | -14 | 4% | 10% | ? | -0.4% | -1 | 1% | -4% | 6
C/C=C(\C)CN1CCC(Oc2cc(C(=O)NC3CC3)ccc2OC)CC1
 : / | 1% | / | 2% | 3% | 6% | 0.2% | 5 | -6% | -4% | 9
COc1cc(C(=O)OCC(=O)NC2CC2)cc(OC)c1OC
 : / | 0% | -5 | -1% | 6% | -2% | 0.6% | 11 | / | / | -8
CCCOc1cc(N(CC)CC)ccc1/C=C(/C#N)c1nc2ccc(C)cc2[nH]1
 : 1 | 11% | -42 | -6% | 35% | 13% | 0.7% | 5 | 7% | 2% | -18
CCN(CC)c1ccc(-n2c(O)c(C=C3N=c4ccccc4=N3)sc2=S)cc1
 : -3 | 0% | 2 | 0% | -8% | ? | -0.1% | 3 | 8% | 1% | 1
CCOC(=O)C1CCN(c2ccccc2CN2CCN(c3ccccc3OCC)CC2)CC1
 : -2 | 4% | -5 | ? | 11% | ? | 0.2% | -2 | / | -1% | 11
CC(=O)Oc1ccccc1C(=O)O
 : -1 | / | 1 | 19% | 1% | / | / | 9 | / | / | 11
CCc1ccc(OCC(=O)NNC(=O)C2CCN(c3ncnc4sc(C)c(C)c34)CC2)cc1
 : / | -2% | -6 | 0% | -16% | -6% | 0.3% | 2 | / | / | 8
CCCOc1ccc(S(=O)(=O)NCc2ccc(OC)cc2)cc1
 : 1 | -2% | -2 | -5% | 5% | 1% | 0.0% | 17 | 1% | 5% | 1
CCC(Oc1cc(Cl)ccc1Cl)C(=O)NN1C(=O)C2C3CCC(C3=C(C)C)C2C1=O (configuration not stated)
 : -3 | 0% | 18 | 1% | -22% | 11% | 0.0% | -4 | 2% | -2% | 0
Cc1cc(NC(=O)c2ccccc2)sc1C
 : -2 | / | -11 | -10% | / | / | / | -18 | -17% | -1% | -3
CC(C)(C)OC(=O)N1CCC[C@H]1c1nnc(SCc2c(F)cccc2Cl)o1
 : 6 | 3% | -5 | 3% | 10% | ? | -1.2% | 12 | 0% | 3% | -5
CC(C)C1Cc2c(sc(NC(=S)NC(=O)c3ccccc3)c2C#N)CO1 (configuration not stated)
 : -2 | 0% | -3 | 9% | 9% | 0% | -0.1% | -23 | 3% | 0% | 4
CCOc1cc(N2CCOCC2)c(OCC)cc1NC(=O)c1oc2ccccc2c1C
 : -4 | 1% | 7 | 6% | 7% | -6% | 0.1% | 12 | -4% | -2% | 5
O=C(O)CCCCCN1C(=O)C(=O)/C(=C(/O)c2ccccc2)C1c1ccccc1 (configuration not stated)
 : 9 | -1% | -12 | -1% | -3% | -10% | 0.0% | -15 | 7% | 1% | -28
CSc1ccccc1C(=O)NCCCn1ccnc1
 : 0 | 4% | 5 | -2% | 4% | 3% | -0.6% | 11 | -1%[11.5 µM] | 9% | -6
O=C(O)C1C2C=CC(C3CC23)C1C(=O)NCCc1ccccc1 (configuration not stated)
 : 2 | -1% | -4 | 1% | 13% | 4% | -0.2% | -19 | -4% | 3% | -1
CC1=C(C(=O)Nc2ccccc2)C(c2ccncc2)C(C#N)=C(SCC(=O)NC(C)C)N1 (configuration not stated)
 : -1 | 0% | -1 | 5% | 7% | ? | 0.9% | 6 | 4% | 0% | -6
CCC(NC(=O)CCc1c(C)c2cc3c4c(oc3cc2oc1=O)CCCC4)C(=O)O (configuration not stated)
 : 4 | 0% | -3 | -11% | -2% | ? | 0.1% | 22 | / | / | 2

SMILES,Coupling enz,USP2a block,KCNH2 3.1 block,uPA generation,Eya2 inh,Chronic BCR inh,B2AR arrestin,Giardia killer,PKM2 act,GALK inhibitor,hERG WT inh
CCOC(=O)C1CCN(C(c2cc3c(C)ccc(C)c3[nH]c2=O)c2nnnn2C2CCCCC2)CC1 (configuration not stated),-4,-1%,9,/,0%,14%,-1.8%,-10,12%,-1%,2
Cc1ccc(N2CC(C(=O)Nc3cc(C)ccc3F)CC2=O)cc1 (configuration not stated),1,1%,7,8%,2%,8%,-0.2%,-8,3%,-1%,0
CCCCCCn1c(=O)[nH]c2nc3cc(N)ccc3nc2c1=O,-40*,?,-1,-13%,?,?,-0.3%,17,0%,0%,-36
O=C(Nc1ccc2c(c1)OCO2)c1c(F)cccc1F,-1,0%,-6,/,-18%,?,-0.5%,9,-2%,-1%,-8
CCc1cc(C(=O)Nc2ccccc2)cs1,-2,3%,-5,/,0%,?,0.0%,-12,-16%,0%,-1
COc1ccc(-c2nnc3sc(COc4ccc(C)cc4)nn23)cc1,2,4%,1,-1%,-6%,-1%,-0.5%,1,-2%,-1%,1
CCOC(=O)c1c(NC(=O)CC2SC(N)=NC2=O)sc(C)c1C (configuration not stated),0,2%,-32,11%,-4%,4%,5.2%,30,-1%,5%,11
COc1ccc(/C=C(/NC(=O)c2ccccc2)C(=O)NCC2CCCO2)cc1 (configuration not stated),0,0%,17,0%,-29%,0%,-0.5%,-8,/,-2%,4
O=C(CCCN1C(=O)CCC1=O)Nc1ccccc1F,-1,6%,14,/,27%,6%,-1.0%,-2,7%,4%,2
O=[N+]([O-])c1ccc(/C([O-])=C(/C(=S)Nc2ccccc2F)[n+]2ccccc2)cc1,-1,1%,17,-4%,3%,1%,0.1%,7,3%,-3%,-7
CCN(CC(=O)NCCCN1CCOCC1)S(=O)(=O)c1ccc(F)cc1,6,-2%,7,-1%,-15%,-8%,0.2%,9,/,-1%,1
COc1ccc(S(=O)(=O)Cc2ccc(C(=O)N3CCN(Cc4ccccc4)CC3)o2)cc1,8,3%,5,1%,3%,3%,0.0%,5,1%,-1%,-6

# 3 structures already listed, arranged by length of the SMILES, high to low:
SMILES,Coupling enz,USP2a block,KCNH2 3.1 block,uPA generation,Eya2 inh,Chronic BCR inh,B2AR arrestin,Giardia killer,PKM2 act,GALK inhibitor,hERG WT inh
COc1ccc(S(=O)(=O)Cc2ccc(C(=O)N3CCN(Cc4ccccc4)CC3)o2)cc1,8,3%,5,1%,3%,3%,0.0%,5,1%,-1%,-6
CCCCCCn1c(=O)[nH]c2nc3cc(N)ccc3nc2c1=O,-40*,?,-1,-13%,?,?,-0.3%,17,0%,0%,-36
CCc1cc(C(=O)Nc2ccccc2)cs1,-2,3%,-5,/,0%,?,0.0%,-12,-16%,0%,-1

# Further records.
SMILES,Coupling enz,USP2a block,KCNH2 3.1 block,uPA generation,Eya2 inh,Chronic BCR inh,B2AR arrestin,Giardia killer,PKM2 act,GALK inhibitor,hERG WT inh
CCOc1ccccc1N1CCN(C(=O)c2cc(-c3cccnc3)nc3c(Cl)cccc23)CC1,/,-2%,-10,10%,-3%,?,2.7%,14,2%,3%,6
Cc1c2cn[nH]c(=O)c2c(C)n1Cc1ccc(F)cc1,-7,2%,0,5%,16%,2%,-0.3%,-12,4%,1%,-1
O=C(CCC(=O)N1CCN(S(=O)(=O)c2ccccc2)CC1)NC1CCCc2ccccc21 (configuration not stated),4,0%,-1,/,2%,4%,-0.3%,-2,?,4%,-1
O=C(NCc1nnc2n1CCCCC2)c1ccc(Cl)cc1Cl,3,2%,7,-3%,-2%,-2%,-0.1%,8,-5%,-7%,0
O=C(CCn1c(SCC(=O)NCc2ccco2)nc2ccccc2c1=O)NCCc1ccccc1,0,0%,-1,0%,-12%,?,0.3%,17,-1%,-1%,4
Cn1c(=O)n(C)c2cc(S(=O)(=O)NCCOCCO)ccc21,0,2%,-10,6%,7%,-2%,-0.1%,2,2%,0%,-11
O=C1/C(=C/c2ccccn2)SC(=S)N1NS(=O)(=O)c1ccccc1,10,2%,12,-1%,-9%,?,0.1%,2,-2%,-7%,12
